Compound activity deposited in PubChem by several laboratories.
FLuc inh counter – Photinus pyralis luciferase inhibition counter-screen. P08659. ATPLite firefly luciferase biochemical luminescence, 10 min. inhibition, % at 10 µM. hit rate 1.5% among 200,000;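 active = inhibition above about 50% when tested at 10 µM, limit read from the data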
Target sequence (P08659 whole entry, looked up): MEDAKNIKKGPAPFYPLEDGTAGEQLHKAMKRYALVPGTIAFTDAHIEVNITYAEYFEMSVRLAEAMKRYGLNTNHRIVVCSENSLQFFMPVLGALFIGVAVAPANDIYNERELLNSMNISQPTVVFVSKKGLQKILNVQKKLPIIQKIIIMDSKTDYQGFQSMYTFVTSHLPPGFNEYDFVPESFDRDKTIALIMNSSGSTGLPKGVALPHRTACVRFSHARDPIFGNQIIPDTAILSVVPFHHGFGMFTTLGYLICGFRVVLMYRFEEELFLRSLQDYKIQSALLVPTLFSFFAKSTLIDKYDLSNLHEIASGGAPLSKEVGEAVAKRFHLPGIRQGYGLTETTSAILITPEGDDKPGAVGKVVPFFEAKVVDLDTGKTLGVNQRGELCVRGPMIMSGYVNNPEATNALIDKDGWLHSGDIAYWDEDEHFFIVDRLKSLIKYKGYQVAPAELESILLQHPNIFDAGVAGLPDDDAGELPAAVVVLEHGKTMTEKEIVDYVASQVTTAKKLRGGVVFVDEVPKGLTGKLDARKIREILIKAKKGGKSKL
TNAP inh no acc – blocks human TNAP activity with no phosphate acceptor present | purified TNAP, CDP-star luminescence, 30 min | inhibition, % at 20 µM | hit rate 0.26% among 200,000 | P05186;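 active = tissue-nonspecific alkaline phosphatase inhibition above about 50% at 20 µM in the single-dose screen, limit read from the data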;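 also: 0% = DMSO negative control and 100% = EDTA positive control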
Target sequence (P05186 whole entry, looked up): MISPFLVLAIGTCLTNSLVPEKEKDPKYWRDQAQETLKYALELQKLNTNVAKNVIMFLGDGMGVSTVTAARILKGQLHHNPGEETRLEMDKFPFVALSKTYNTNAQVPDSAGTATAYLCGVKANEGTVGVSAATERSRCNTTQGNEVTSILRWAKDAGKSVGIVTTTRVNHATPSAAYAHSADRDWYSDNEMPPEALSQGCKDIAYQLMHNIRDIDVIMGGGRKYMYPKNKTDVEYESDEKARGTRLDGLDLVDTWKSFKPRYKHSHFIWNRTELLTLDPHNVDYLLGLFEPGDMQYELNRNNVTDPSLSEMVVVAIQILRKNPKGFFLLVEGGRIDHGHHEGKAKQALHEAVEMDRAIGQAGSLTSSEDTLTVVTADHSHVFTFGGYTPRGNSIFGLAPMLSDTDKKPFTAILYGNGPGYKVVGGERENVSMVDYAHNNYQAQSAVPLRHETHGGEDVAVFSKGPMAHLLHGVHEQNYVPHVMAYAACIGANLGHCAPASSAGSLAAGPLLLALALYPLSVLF
bIAP inhibitor – intestinal alkaline phosphatase (bovine) inhibition; purified bovine IAP, CDP-star luminescence, 30 min; inhibition, % at 20 µM; 190,000 tested, under 10 active;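 active = over 50% inhibition of intestinal alkaline phosphatase at 20 µM in the single-dose screen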
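test system = bovine IAP enzyme | medium = DEA buffer 100 mM, pH 9.8, with MgCl2 1.0 mM, ZnCl2 0.02 mM | detection = luminescence | dosing = single compound dose of 20 µM, 2% DMSO final | incubation = 30 min reaction at room temperature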
Lmaj promast – inhibitors of Leishmania major promastigote growth; hit rate 9% among 200,000; inhibition, % at 10 µM; Leishmania major promastigotes, resazurin fluorescence viability; in the data active = inhibition above about 50%;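 also: promastigotes grown with compound for 44 hours at 28 °C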
bIAP act – intestinal alkaline phosphatase (bovine) activation. activation factor at 20 µM. hit rate 0.17% among 200,000. purified bovine IAP, CDP-star luminescence, 30 min; hits give high values; fold of DMSO-control signal, blank-subtracted. AID 1016;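 active = activation factor of 2 or more at 20 µM, a signal rise over negative controls twice the positive control's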
TNAP act hiacc – TNAP (human) activation, high acceptor; purified TNAP, CDP-star luminescence, 1 M DEA, 30 min; hits give high values; 0 = EDTA background, 1 = DMSO-only activity; activation factor at 20 µM; 200,000 tested, under 10 active; AID 1136;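 active = activation factor at least 2 at 20 µM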
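Test system – human TNAP · Doses – 20 µM single point · Incubation – 30 min, room temperature · Signal – luminescent substrate turnover signal · Read-out basis – activation factor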
APP 5UTR inh – APP translation inhibition; inhibition, % at 2 µM; hit rate 0.82% among 190,000; SH-SY5Y APP 5'UTR-luciferase reporter, luminescence; AID 1285;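 active = inhibition above a set limit, derived from the sample mean plus 3 SD, cut at about 45% in these data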; also: values of inactives mirror those of a sister screen read the other way
TNAP inh hi DEA – blocks human TNAP under high phosphate acceptor concentration. hit rate 0.03% among 200,000. inhibition, % at 20 µM. purified TNAP, CDP-star luminescence, 1 M DEA;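 active = over 50% inhibition of tissue-nonspecific alkaline phosphatase at 20 µM in the single-dose screen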;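 also: plate controls were DMSO wells for no effect and EDTA-quenched wells as full inhibition for full effect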
FLuc act counter – affects firefly luciferase, flagging false hits in luciferase stimulation screens. P08659. ATPlite luciferase biochemical, luminescence, 10 min; 0 = ATP-free wells, 1 = DMSO control. activation factor at 10 µM. 200,000 tested, under 10 active;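 active = luciferase activation factor, scaled between plate controls, of at least 2 with compound at 10 µM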
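test system = cell-free luciferase reagent | medium = PBS as buffer for the ATP substrate | dosing = test compounds dosed from 2 mM stocks in 100% DMSO | incubation = 10 min at ambient temperature | detection = luminescence measurement of luciferase light output | benchmarks = low control with PBS replacing ATP, high control enzyme plus ATP without compound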
RAM inhibit – inhibitors of the yeast RAM network; S. cerevisiae dse1pr::URA3 reporter, 5-FOA growth OD615, 2 d; analog-sensitive cbk1-as2 kinase mutant strain; hit rate 1.8% among 190,000; inhibition, % at 50 µM;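 active = inhibition above a set limit, 3 SD over mean compound inhibition, cut at about 8.4% in these data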;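 also: 0% = DMSO-only wells with no growth and 100% = 10 µM 1-NA-PP1 full growth; inhibition rescues growth on 5-FOA so higher OD means more RAM inhibition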
An asterisk follows results filed as active.

SMILES	FLuc inh counter	TNAP inh no acc	bIAP inhibitor	Lmaj promast	bIAP act	TNAP act hiacc	APP 5UTR inh	TNAP inh hi DEA	FLuc act counter	RAM inhibit
O=C(O)CNC(=O)/C=C/c1ccc(Cl)cc1Cl	14	60*	2	-5	1	1	-5	1	0.9	0.8
Cc1ccc(N2CC(C(=O)OCc3ccccc3)CC2=O)cc1 (stereo not given)	-8	-12	13	-9	0.9	1.1	-12	-6	1.1	0.4
O=C1CSC(c2ccc([N+](=O)[O-])cc2)N1C1CCCCC1 (stereo not given)	-6	-3	-8	14	1.1	1	-9	-2	1.1	0.7
CC1CCCC(C)N1C(=O)COC(=O)c1ccc[nH]c1=O (stereo not given)	-7	-7	8	-2	0.9	1	-4	0	1.1	0.5
CC(=O)c1cccc(S(=O)(=O)N(CCCO)Cc2cc3ccc(C)cc3[nH]c2=O)c1	-5	-17	5	-4	0.9	1.1	1	-8	1.1	-0.1
COC(=O)CCC(=O)NC(=S)Nc1sc(C)c(C)c1C(N)=O	-9	5	3	45	1	1	94*	0	1.1	2.6
COc1ccc(C(=O)NCc2nnc(SCC(=O)N3CCc4ccccc43)n2C2CCCCC2)cc1	2	-8	4	-6	1	1	-5	1	1	0.2
COc1ccccc1CN(C)CC(=O)Nc1ccc(Cl)cc1F	-4	-12	-17	15	1.2	1	-13	-2	1	3.4
Cn1c(=O)c2c(ncn2CC(N)=O)n(C)c1=O	-5	-5	7	0	0.9	1	3	0	1.1	0.0
Cc1cc(C(=O)COC(=O)[C@H](C)NC(=O)c2ccco2)c(C)n1Cc1ccco1	56*	-16	-8	4	1.1	1	-10	-5	0.4	0.8
C[C@@H](C(=O)N[C@H](C(=O)O)c1ccccc1)n1nnc2ccccc2c1=O	-7	-3	-6	18	1.1	1	2	-2	1.1	1.2
Cc1cc(NC(=O)CSc2nnc(-c3ccco3)n2CC2CCCO2)no1 (stereo not given)	-1	-6	3	-8	1	1	-3	0	1	0.6
Cc1[nH]c2ccccc2c1/C=N/Nc1ccccn1	8	6	5	56*	0.9	1	6	2	0.9	2.1
Cc1ccc(-c2noc(CN3CCN(Cc4ccccc4)CC3)n2)cc1	-5	-8	13	52*	0.9	1	11	-2	1	1.8
COc1cc(NC(C)CCCN)c2ncccc2c1Oc1ccccc1 (stereo not given)	-5	-12	0	101*	1	1	-9	-3	1.1	1.5
COC(=O)c1ccc(CSc2ccc3nnc(-c4ccc(F)cc4)n3n2)o1	-3	-6	11	15	0.9	1	-1	-2	1	4.8
COc1ccc(C/C(N)=N/OC(=O)Cc2ccccc2)cc1OC	3	-5	8	19	0.9	1	1	1	1	1.1
CCN(CC)Cc1csc2ccc(Br)cc12	0	-12	11	36	0.9	1	-2	-1	1	1.6
CC(C)c1cccc(C(C)C)c1NC(=O)CCl	-8	-11	4	17	1	1	13	-2	1.1	0.8
COC(=O)C1=C(O)CSC1=Nc1ccc(C)cc1	-5	-15	5	58*	0.9	1	3	-4	1	1.8
COc1ccccc1C(=O)Nc1c(C)cc(Br)cc1C	-2	-5	12	21	0.9	1	-8	-2	1	-1.5
COc1cc(/C=N/NC(=O)CCc2ccccc2)ccc1O	2	-7	-1	4	1	1	-4	-2	1	2.9
O=C(O)c1ccc(CNCc2ccc(Cl)cc2Cl)cc1	-5	-16	5	-7	0.9	1.1	-16	-8	1.1	0.8
O=C1c2ccccc2CCC1C(O)c1ccccn1 (stereo not given)	12	-1	9	6	0.9	1	-12	2	0.9	1.2
CN(C)CCCn1c(SCC(=O)N2CC(=O)Nc3ccccc32)nc2ccccc2c1=O	-4	-18	-12	7	1.1	1	-1	0	1	-0.1

The list goes on, overlapping the part above by 4 compounds.
SMILES	FLuc inh counter	TNAP inh no acc	bIAP inhibitor	Lmaj promast	bIAP act	TNAP act hiacc	APP 5UTR inh	TNAP inh hi DEA	FLuc act counter	RAM inhibit
COc1cc(/C=N/NC(=O)CCc2ccccc2)ccc1O	2	-7	-1	4	1	1	-4	-2	1	2.9
O=C(O)c1ccc(CNCc2ccc(Cl)cc2Cl)cc1	-5	-16	5	-7	0.9	1.1	-16	-8	1.1	0.8
O=C1c2ccccc2CCC1C(O)c1ccccn1 (stereo not given)	12	-1	9	6	0.9	1	-12	2	0.9	1.2
CN(C)CCCn1c(SCC(=O)N2CC(=O)Nc3ccccc32)nc2ccccc2c1=O	-4	-18	-12	7	1.1	1	-1	0	1	-0.1
c1ccc(CSc2nnc(-c3cccnc3)o2)cc1	2	0	13	-1	0.9	1.1	-32	-7	1	-0.4
CC1CCN(CCCNC(=O)c2ccc3c(=O)n(Cc4ccc(Cl)cc4)c(=S)[nH]c3c2)CC1	-4	-6	-12	100*	1.1	1	-8	-2	1	-0.1
COCCNC(=S)N/N=C(\C)c1ccc(O)cc1	-6	-4	8	-7	0.9	1	-8	0	1.1	2.6
O=S(=O)(c1ccc2ccccc2c1)N1C=CC(C(F)(F)F)=NCC1	-5	19	7	39	0.9	1.1	11	-7	1.1	1.7
Cc1cc(C)n2c(Br)c(CSc3nc4ccccc4s3)nc2n1	-2	-16	-36	3	1.4	1	-47	2	1	2.9
Fc1cccc(F)c1-n1c(CN2CCOCC2)csc1=S	-5	-6	-14	-6	1.1	1	15	-3	1.1	1.6
Cc1noc(C)c1COC(=O)c1cc(F)c(F)cc1Cl	-3	-15	3	-11	1	1.1	-6	-5	1	1.1
COc1cccc(/C=N/NC(=O)CCc2c(C)n[nH]c2C)c1	-3	-3	-40	-5	1.4	1	-6	-1	1	2.5
Cc1nn(-c2ccccc2)c(C)c1/C=C/C(=O)OC(C)C(=O)Nc1ncc(Cl)cc1Cl (stereo not given)	-17	0	23	0	0.8	1	4	-2	1.2	0.9
CC1=Nc2nc(N3CCCCC3)c(C#N)c3c4c(nc(c23)N1)N(c1ccc(C(C)C)cc1)C(=O)C4	-2	-2	2	59*	1	0.8	0	17	1	9.3*
Cc1ccc(NC(=S)N(CCCN(C)C)Cc2cc3cc4c(cc3[nH]c2=O)OCO4)cc1	-6	-11	-6	3	1.1	1.1	-16	-7	1.1	-0.1
COc1ccc(N=C2C(=O)Nc3c(C)cccc32)cc1	1	-4	13	4	0.9	1	-13	-2	1	0.0
CCC(CC)c1nnc(NC(=O)C2CC(=O)N(c3ccc4c(c3)OCCO4)C2)s1 (stereo not given)	0	-5	9	-5	0.9	1	2	-2	1	-0.1
C/C(=C\C(=O)C(F)(F)F)Nc1cc(C)cc(C)c1	-2	6	8	-2	0.9	1.1	3	-7	1	1.1
Cc1ccc(-c2c3c(nc4sc(C(N)=O)c(N)c24)CCC3)cc1	-1	-13	-10	22	1.1	1.1	-14	-9	1	0.5
Cc1cc(=O)oc2cc(OCC(=O)NCc3ccco3)ccc12	-3	-5	0	-3	1	1	-3	0	1	0.6
CCOC(=O)CCCNC(=O)CCNC(=O)c1ccc(OC(C)C)cc1	-3	-7	-1	4	1	1	-9	0	1	1.0
Cc1ccc(CN2CCSc3ccc(C(=O)NC4CCN(Cc5ccccc5)CC4)cc32)cc1	-6	-13	-1	90*	1	1	-16	-4	1.1	-0.9
O=c1/c(=C/c2ccc(CNS(=O)(=O)c3ccccc3)o2)sc2n1CCN=2	-8	7	9	-4	0.9	1	7	0	1.1	0.7
Cc1ccnc2nc(C(=O)OCC(=O)N3CCc4ccccc43)nn12	-1	-8	-14	1	1.1	1	8	-1	1	2.9
CSc1nnc2c(n1)[nH]c1c(C)cccc12	-2	4	12	18	0.9	1.1	-17	-7	1	0.7
OCCN1CCN(c2ncnc3c2sc2nc(N4CCOCC4)c4c(c23)CCC4)CC1	-4	-7	-2	29	1	1	6	-4	1	-0.8
Cc1ccccc1NC(=O)C1CCN(S(=O)(=O)c2cccs2)CC1	0	-7	7	-7	0.9	1	-13	0	1	-0.1
COC(=O)c1ccc(N2CCN(C)CC2)c(NC(=O)c2cc3ccccc3o2)c1	-8	-8	3	-2	1	1.1	-15	-6	1.1	-1.2
O=S(=O)(NCC1CCCO1)c1ccc(Oc2ccccc2)cc1 (stereo not given)	-1	-7	1	-9	1	1	-1	1	1	-0.1
SMILES	FLuc inh counter	TNAP inh no acc	bIAP inhibitor	Lmaj promast	bIAP act	TNAP act hiacc	APP 5UTR inh	TNAP inh hi DEA	FLuc act counter	RAM inhibit
Cn1nnc(NC(=O)c2ccccc2F)n1	-2	-10	11	-4	0.9	1	-4	-2	1	0.9
CCOc1ccc(C2Nc3cccc4cccc(c34)N2)cc1OC	-2	-6	18	69*	0.8	0.9	-14	12	1	5.6
CC(C)CC(=O)N1CCN(Cc2cccc(F)c2)CC1	-4	-7	-2	1	1	1	-8	-1	1	-0.3
Cc1cc(C(=O)OCC(=O)NCc2ccco2)c(C)n1-c1ccccc1	-2	-6	-1	-5	1	1.1	61*	-7	1	1.9
CCN(CC)CC(=O)Nc1c(C)cc(C(C)(C)C)cc1C	0	-7	-17	10	1.2	1.1	0	-7	1	0.4
O=C(N/N=C/c1cccc([N+](=O)[O-])c1)c1ccc(CN2CCOCC2)cc1	-2	2	0	18	1	1	6	-2	1	0.2
Cc1ccsc1/C=N/NC(=O)c1sccc1C	28	-16	9	-4	0.9	1.1	-136	-8	0.7	0.7
CCC(=O)Nc1nnc(SCc2cccc(F)c2)s1	-7	-3	-12	-1	1.1	1	-26	-2	1.1	2.3
CCC(=O)Nc1nnc(-c2ccccn2)o1	-7	-7	29	-3	0.7	1	-1	-5	1.1	-0.6
Cc1ccc(S(=O)(=O)Nc2nc3ccccc3s2)cc1[N+](=O)[O-]	-7	-5	13	-8	0.9	1	5	-2	1.1	0.6
CCOc1ccc(NC(=O)CC(c2ccccc2)c2ccc(F)cc2)cc1 (stereo not given)	-4	0	47	2	0.5	1	-5	0	1	4.4
CCC(=O)Nc1cc2nn(-c3ccc(C)cc3)nc2cc1C	66*	-3	-7	-4	1.1	1	-116	-1	0.3	1.9
Cc1nc2ccc(NC(=O)c3ccc(F)c(S(=O)(=O)N4CCOCC4)c3)cc2s1	1	-9	5	-4	1	1	6	-2	1	4.4
CC(C)CCN1C(=O)c2ccccc2C1C(=O)NCc1cccnc1 (stereo not given)	-1	-4	10	-4	0.9	1	-4	1	1	2.4
Cc1ccc(C(=O)C2CCN(CC(=O)Nc3ccc4c(c3)OCCO4)CC2)cc1	-3	-8	0	3	1	1.1	3	-5	1	0.9
CC(C)CNC(=O)CSc1nnc(-c2ccc(Cl)cc2)n1N	-3	-9	-14	6	1.1	1	14	-2	1	-1.4
N/C(=N\c1nc(CSc2ccc(Cl)cc2)cc(=O)[nH]1)Nc1ccccc1C(F)(F)F	-4	-2	-1	0	1	1	7	-1	1	5.2
O=C(COc1ccccc1)NNC(=S)NC(=O)c1ccccc1	-7	-130	2	-6	1	1.1	-6	-7	1.1	1.8
COc1cccc(C2(O)CCN(C(=O)C3CC3)CC2)c1	-6	1	0	-3	1	1.1	11	-9	1.1	0.6
COc1ccc(C(C(N)=O)c2ncc(C(F)(F)F)cc2Cl)cc1OC (stereo not given)	0	-3	-6	-4	1.1	1	-11	-1	1	3.5
